GSTO1 counter = inhibitors of recombinant GSTO1, primary screen, counter-screen for RBBP9 inhibitor project, biochemical, fluorescence polarization | Glutathione S-transferase omega-1 (Homo sapiens), P78417 | AID 1974, 2009 | hit rate 1.1% among 300,000 | inhibition, % at 5.96 µM | activity-based probe fluorescence polarization;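 active = inhibition above the campaign mean inhibition plus 3 SD, cut at about 35% in these data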;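 note: 0% = GSTO1-1 with DMSO and 100% = wells lacking GSTO1-1 enzyme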
PREPL inhibitor = PREPL enzyme inhibitors, primary screen, biochemical, fluorescence polarization; Prolyl endopeptidase-like (Homo sapiens), Q4J6C6; recombinant PREPL, fluorescence polarization activity-based probe; inhibition, % at 5.96 µM; hit rate 0.68% among 320,000; AID 2751, 2010; in the data active = inhibition above about 43%;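 note: 0% = enzyme with DMSO and 100% = wells lacking enzyme; many of its hits are not listed in these tables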
Target sequence (Q4J6C6 whole entry, looked up): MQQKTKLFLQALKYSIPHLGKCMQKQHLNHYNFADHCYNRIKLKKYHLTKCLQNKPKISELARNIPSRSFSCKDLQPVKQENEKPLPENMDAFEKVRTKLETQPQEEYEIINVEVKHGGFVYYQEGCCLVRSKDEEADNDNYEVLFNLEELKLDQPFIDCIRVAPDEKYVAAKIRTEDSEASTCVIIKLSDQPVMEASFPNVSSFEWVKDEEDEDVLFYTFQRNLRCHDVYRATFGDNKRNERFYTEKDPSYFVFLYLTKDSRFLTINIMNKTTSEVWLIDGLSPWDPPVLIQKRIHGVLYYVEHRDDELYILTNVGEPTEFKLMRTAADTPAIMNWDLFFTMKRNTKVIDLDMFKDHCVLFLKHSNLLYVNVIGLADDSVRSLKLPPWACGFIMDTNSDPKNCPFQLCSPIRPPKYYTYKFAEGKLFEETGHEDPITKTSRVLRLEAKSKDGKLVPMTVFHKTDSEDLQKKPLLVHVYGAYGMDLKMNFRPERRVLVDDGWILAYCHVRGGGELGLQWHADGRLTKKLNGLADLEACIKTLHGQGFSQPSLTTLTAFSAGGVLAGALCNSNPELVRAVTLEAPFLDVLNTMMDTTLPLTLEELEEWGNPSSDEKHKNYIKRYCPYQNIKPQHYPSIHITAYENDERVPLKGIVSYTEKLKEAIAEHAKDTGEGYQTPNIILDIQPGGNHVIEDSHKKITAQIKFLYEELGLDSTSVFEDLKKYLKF
LYPLA2 inh = LYPLA2 inhibitors, primary screen, counter-screen for PME1 inhibitor project, biochemical, fluorescence polarization, FP-Rh probe ABPP; Acyl-protein thioesterase 2 (Homo sapiens), O95372; inhibition, % at 5.9 µM; recombinant LYPLA2; hit rate 0.38% among 320,000;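 active = inhibition above the screen-wide mean plus 3 SD, limit set per campaign, cut at about 26% in these data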;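 note: 0% = LYPLA2 with DMSO and 100% = wells lacking LYPLA2 enzyme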
PAFAH1B2 FP inh = PAFAH1B2 enzyme inhibitors, primary screen, biochemical, fluorescence polarization, human; hit rate 1.2% among 340,000; inhibition, % at 3.39 µM; recombinant PAFAH1B2, FP-rhodamine activity probe; AID 492953, 2010;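 active = inhibition above the mean of all tested compounds plus 3 SD, cut at about 24% in these data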;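 note: 0% = enzyme with DMSO and 100% = wells lacking PAFAH1B2; many of its hits are not listed in these tables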
LYPLA1 inh = LYPLA1 inhibitors, primary screen, counter-screen for PME1 inhibitor project, biochemical, fluorescence polarization, FP-Rh probe ABPP; Acyl-protein thioesterase 1 (Homo sapiens), O75608; recombinant LYPLA1; inhibition, % at 5.9 µM; hit rate 0.16% among 320,000;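 active = inhibition above the mean of all tested compounds plus 3 SD, set per campaign, cut at about 14% in these data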;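 note: inhibitors block serine hydrolase probe labeling of LYPLA1 so polarization falls; 0% = enzyme with DMSO and 100% = wells lacking LYPLA1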
pPAFAH inh = pPAFAH enzyme inhibitors, primary screen, biochemical, fluorescence polarization, human; inhibition, % at 3.39 µM; hit rate 1.5% among 330,000; recombinant pPAFAH, FP-rhodamine probe fluorescence polarization; Platelet-activating factor acetylhydrolase (Homo sapiens), Q13093;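 active = inhibition above the mean inhibition across the screen plus 3 SD, cut at about 25% in these data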;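 note: inhibitors block binding of the rhodamine activity-based probe so polarization drops; 0% = enzyme with DMSO and 100% = wells lacking pPAFAH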
PAD4 FP inh = human PAD4 inhibitors, primary screen, biochemical, fluorescence polarization, 1536-well format; Protein-arginine deiminase type-4 (Homo sapiens), Q9UM07; recombinant PAD4, RCA probe fluorescence polarization; inhibition, % at 6.36 µM; hit rate 0.41% among 330,000; AID 485272, 2010;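 active = percent inhibition above a cutoff equal to the mean of all tested compounds plus 3 SD, cut at about 15% in these data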;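 note: 0% = PAD4 with RCA probe and DMSO and 100% = probe without PAD4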
PAFAH1B3 FP inh = PAFAH1B3 enzyme inhibitors, primary screen, biochemical, fluorescence polarization, human. inhibition, % at 3.39 µM. AID 492972, 2010. Platelet-activating factor acetylhydrolase IB subunit alpha1 (Homo sapiens), Q15102. recombinant PAFAH1B3, FP-rhodamine probe. hit rate 0.28% among 340,000;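 active = inhibition above the screen-wide average of all tested compounds plus 3 SD, cut at about 25% in these data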;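 note: 0% = enzyme with DMSO only and 100% = wells lacking PAFAH1B3 protein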
Target sequence (Q15102 whole entry, looked up): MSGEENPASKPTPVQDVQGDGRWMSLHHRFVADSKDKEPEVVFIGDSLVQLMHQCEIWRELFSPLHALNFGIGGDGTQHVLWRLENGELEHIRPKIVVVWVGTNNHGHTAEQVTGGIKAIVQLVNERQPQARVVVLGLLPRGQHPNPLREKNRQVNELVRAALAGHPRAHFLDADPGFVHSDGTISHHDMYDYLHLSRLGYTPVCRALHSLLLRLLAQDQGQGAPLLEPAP
PME-1 primary = PME-1 inhibitors via competitive probe labeling, primary screen, biochemical, fluorescence polarization, FP-Rh probe, HTS; AID 2130, 2009; inhibition, % at 5.9 µM; recombinant PME-1; hit rate 0.53% among 320,000; Protein phosphatase methylesterase 1 (Homo sapiens), Q9Y570;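 active = inhibition above the campaign mean of all compounds plus 3 SD, cut at about 26% in these data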;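 note: competitive labeling of PME-1 active site by serine hydrolase directed probe; 0% = PME-1 with DMSO and 100% = wells lacking PME-1 enzyme; inhibitors block probe labeling so polarization falls and inhibition rises; many of its hits are not listed in these tables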
* marks the source's active call; other numbers are inactive results; · = not tested or not shown. Not all compounds are listed; count on the stated rates, not on these rows.

SMILES | GSTO1 counter | PREPL inhibitor | LYPLA2 inh | PAFAH1B2 FP inh | LYPLA1 inh | pPAFAH inh | PAD4 FP inh | PAFAH1B3 FP inh | PME-1 primary
Cn1cccc1C(=O)OCC(=O)Nc1ccc2c(c1)CCC2 | -2 | 3 | -6 | -1 | -2 | 28* | -7 | 1 | -3
COc1cc2c(cc1NC(=O)Cc1ccc(C)cc1)oc1ccccc12 | 2 | 8 | -10 | -1 | -7 | -1 | -1 | -7 | -4
COC(=O)CN(C#N)c1nc(N(C)C)nc(N(C)C)n1 | -11 | 9 | 3 | 1 | 5 | 0 | -2 | 1 | 0
O=C(O)c1cc2c(o1)CCC/C2=N\O | 6 | 6 | 0 | 0 | 0 | 3 | -2 | 8 | 1
O=C(CN1C(=O)S/C(=C\c2ccccc2)C1=O)NC1CCS(=O)(=O)C1 (configuration not stated) | 12 | 15 | 6 | -2 | 3 | 5 | 4 | 3 | 1
CCOC(=O)c1ccc(Nc2cc(C)nc3nc(C)nn23)cc1 | 3 | 15 | 0 | 3 | 0 | -4 | 1 | 0 | 0
CC(=O)OC(C(=O)NC1CCCCC1)c1ccc(C#N)cc1 (configuration not stated) | -5 | -4 | 2 | 1 | 1 | 4 | -5 | -4 | -6
CN1CCN(S(=O)(=O)c2ccc(Cl)s2)CC1 | 4 | -10 | 1 | 12 | 2 | 5 | -6 | 1 | -1
Cc1ccc(OCC(=O)Oc2cccc(C)c2)cc1 | -1 | 0 | -5 | · | 0 | 10 | -1 | · | -3
CC1Cc2ccccc2N1C(=O)c1ccc2c(c1)nnn2C (configuration not stated) | 3 | -5 | 3 | 1 | 1 | -3 | 1 | 0 | -2
Cc1ccc(/C=[N+](/C)[O-])cc1 | 0 | -5 | 1 | 6 | -3 | 7 | -2 | 7 | 1
O=C(O)C1CCCCC1C(=O)Nc1cccc(Cl)c1Cl (configuration not stated) | -1 | 9 | -2 | 1 | -2 | -5 | -8 | 1 | -6
CCOc1ccc(NC(=O)C(C)SC(N)=O)cc1 (configuration not stated) | 0 | 1 | 3 | 3 | 2 | 2 | -1 | 5 | -3
O=C(N/C(=C/c1ccccc1F)C(=O)N1CCCCC1)c1ccccc1 | -1 | 2 | 4 | -1 | 1 | 0 | 8 | -2 | 0
COCCCNC(=O)CN1C(=O)COc2ccc(S(=O)(=O)N3CCOCC3)cc21 | -2 | 9 | 7 | 3 | 2 | 2 | 5 | 2 | 4
CC(=O)OCC(=O)[C@@]1(O)CC[C@H]2[C@@H]3CCC4=CC(=O)C=C[C@]4(C)[C@H]3C(=O)C[C@@]21C | 1 | -11 | -3 | 2 | -1 | 4 | 2 | -2 | -4
O=C(Nc1ccncc1)c1cccc2ccccc12 | -1 | -3 | 3 | 0 | 2 | -3 | 0 | 10 | -4
CCOC(=O)Nc1oc2ccccc2c(=O)c1C | 2 | -7 | -2 | -1 | -1 | -2 | -4 | 7 | 2
Cn1c(N)c(C(=O)CSc2nc(N)cc(N)n2)c(=O)n(C)c1=O | 6 | 14 | 0 | 4 | -4 | -7 | -3 | 12 | 10
COc1cc(/C=C/C(=O)Nc2nc3ccc(S(=O)(=O)N(C)C)cc3s2)cc(OC)c1OC | -5 | -3 | -11 | -8 | -7 | 4 | -2 | -4 | -7
COc1ccc(/C(O)=C2/C(=O)C(=O)N(CCCN3CCOCC3)C2c2ccc(OC)cc2)cc1 (configuration not stated) | -1 | 0 | 1 | 5 | -2 | 5 | -1 | 9 | -1
Cn1cccc1C1Nc2ccccc2NC2=C1C(=O)CC(C)(C)C2 (configuration not stated) | -3 | 2 | 2 | 1 | 1 | 4 | -2 | 6 | 4
CSCCC(NC(=O)c1ccc([N+](=O)[O-])cc1Cl)C(=O)OCC(=O)NC(=O)CN1CCCC1=O (configuration not stated) | 9 | -14 | 3 | -3 | 0 | 1 | -3 | 7 | 2
Cc1ccccc1OCCOc1cccc(/C=N/NC(=O)Cc2nnc(N)s2)c1 | -3 | -18 | -9 | 4 | -8 | 9 | -4 | -4 | -16
Nc1ccc2nc(CCc3ccccc3)[nH]c2c1 | 3 | 39 | 6 | 7 | 1 | 7 | -3 | 15 | -3
COc1ccc(-c2noc(Cn3cc(S(=O)(=O)N4CCCC4)ccc3=O)n2)cc1 | · | 16 | 7 | -2 | -3 | 2 | 0 | 4 | 0
O=C(NC1CCCCCC1)C1CCN(S(=O)(=O)N2CCC3(CC2)OCCO3)CC1 | 1 | 19 | 5 | 4 | 1 | -5 | 0 | -8 | 4
COCCCNC(=S)NC1CC2CCCC(C1)N2Cc1ccco1 (configuration not stated) | 2 | 9 | 1 | 3 | -1 | 2 | -5 | 2 | 5
COc1cc(/C=N/NC(N)=S)ccc1OC(=O)c1ccc(C)cc1 | 9 | 41 | 5 | 5 | -3 | -1 | 1 | 8 | -5
CCC(C)(C)NC(=O)/C=C/c1ccccc1[N+](=O)[O-] | -4 | -2 | 3 | 3 | -1 | 4 | -2 | 4 | -3
CC(CNC(=O)Cn1cnc2c(NCc3ccccc3)ncnc21)c1ccccc1 (configuration not stated) | · | · | · | 20 | · | 3 | -2 | 3 | ·
CC(C)CN(C(=O)COC(=O)C12CC3CC(CC(O)(C3)C1)C2)C1CCS(=O)(=O)C1 (configuration not stated) | -3 | -10 | 9 | 0 | 5 | 2 | -5 | 0 | 0
CCOc1ccc(N2CC(C(=O)Nc3cccc(S(=O)(=O)N4CCCC4)c3)CC2=O)cc1 (configuration not stated) | -6 | 3 | -1 | -2 | -3 | -2 | 7 | -2 | 2
COC(=O)C1=C(C)NC(=O)/C1=C\c1cc(C)n(-c2ccc(F)cc2)c1C | 2 | 14 | 3 | 0 | -4 | 9 | -1 | 11 | 4
COc1ccc(NC(=O)C2CCC(CNc3c(N4CCOCC4)c(=O)c3=O)CC2)cc1Cl (configuration not stated) | -8 | 7 | 4 | 6 | -1 | 5 | 3 | 4 | 1
Cc1cc(NC(=O)c2ccccc2)ccc1NC(=O)Cc1ccccc1 | 3 | -2 | 6 | -3 | 1 | 4 | -4 | 3 | -7
O=C(c1cc(-c2ccccc2O)on1)N1CCc2ccccc2C1 | 5 | -31 | -2 | 3 | -2 | 2 | -1 | 7 | -3
CC1=C(C)Cc2c(OC(=O)c3ccccc3)ccc(OC(=O)c3ccccc3)c2C1 | 5 | 13 | -3 | · | -1 | 1 | -3 | · | -4
COc1ccc(Br)cc1S(=O)(=O)n1ccnc1 | 4 | 18 | -3 | -3 | -2 | 4 | -8 | 0 | 2
Cc1ccc(C(=O)NCc2ccc3c(c2)OCO3)cc1S(=O)(=O)N1CCOCC1 | -5 | 12 | 0 | 5 | 3 | 0 | -4 | 0 | 5
CC1CCN(CCCn2c(=S)[nH]c3c(sc4ccc([N+](=O)[O-])cc43)c2=O)CC1 | 7 | 20 | 9 | 4 | 3 | 3 | -4 | 8 | 3
CN1CCN(S(=O)(=O)c2ccc(NC(=O)c3csc4ccccc34)cc2)CC1 | -5 | 14 | -9 | -1 | -7 | 0 | -5 | 4 | -4
COc1ccccc1CNC(=O)CCc1ccccc1 | 0 | 7 | 2 | -2 | 0 | 3 | 0 | 3 | 2
Cc1ccc(NC(=O)OCCN2CCN(Cc3ccccc3)CCC2=O)cc1C | -2 | 0 | 2 | 6 | -2 | 2 | 2 | 19 | 5
COc1ccc(C(=O)CSc2nnc(COc3ccccc3)n2Cc2ccco2)cc1 | 17 | -26 | 1 | 0 | -4 | 12 | 0 | 4 | 4
CN(C)CCCNC(=O)c1cc(C(=O)Cc2ccc(Cl)cc2)c[nH]1 | 6 | 1 | 6 | 12 | 0 | -1 | 7 | 10 | 0
Cc1[nH]c2ccccc2c1C(=O)COC(=O)c1ccc[n+]([O-])c1 | -9 | 6 | 1 | 4 | -1 | 6 | -2 | 1 | -3
COc1ccccc1N1C(C)=CC(=C(C#N)c2nc3ccccc3s2)C=C1C | 15 | 11 | -7 | 8 | -4 | -1 | -7 | 6 | 11
Oc1ccc(Br)cc1CNc1ccccn1 | 0 | -38 | 11 | 8 | 1 | 7 | 1 | 5 | 1
CCN(CC)S(=O)(=O)c1ccc(OC)nc1 | -4 | 12 | 4 | 0 | -1 | 7 | 1 | 10 | -3
CC(=O)Nc1ccc(CN2CCc3c([nH]c4ccccc34)C2c2ccccn2)cc1 (configuration not stated) | 6 | -49 | 3 | 0 | 4 | 1 | -5 | 3 | 3
O=C(CO/N=C/c1c(Cl)cccc1Cl)NNC(=O)c1ccc(Cl)cc1 | -7 | -19 | 2 | 3 | 0 | 2 | 0 | 2 | -1
Cc1onc(-c2c(Cl)cccc2Cl)c1C(N)=O | 0 | -8 | 0 | 2 | -4 | 2 | 0 | 1 | 2
c1ccc(CSc2nnc(NC3=NCCCCC3)s2)cc1 | 1 | 3 | 8 | 3 | 4 | 15 | -2 | 7 | -4
COc1ccc(Cl)cc1C(=O)CSc1nnnn1C | 10 | -5 | 0 | 0 | -3 | -3 | -2 | 2 | -1
CCOC(=O)C1CCN(C(=O)c2ccc(OC)cc2OC)CC1 | 2 | 2 | -2 | -2 | -1 | 3 | 2 | 2 | 0
CCc1nc2ccccc2c(C(=O)OCc2nc3ccccc3c(=O)[nH]2)c1C | · | -12 | · | -5 | · | -3 | 0 | 1 | ·
CCOC(=O)c1cccc(NC(=O)CCS(=O)(=O)c2ccc(Br)s2)c1 | 1 | -1 | -4 | 6 | 0 | 1 | 3 | 9 | 6
Oc1c(Cl)cc(Cl)cc1CNc1nccs1 | 1 | -29 | -10 | 0 | -4 | 1 | -8 | -2 | -19
COc1ccc(NC(=O)Cn2ccc(C(F)(F)F)n2)cc1S(=O)(=O)N1CCOCC1 | · | 13 | · | 2 | · | -6 | -6 | -1 | ·

Later entries:
SMILES | GSTO1 counter | PREPL inhibitor | LYPLA2 inh | PAFAH1B2 FP inh | LYPLA1 inh | pPAFAH inh | PAD4 FP inh | PAFAH1B3 FP inh | PME-1 primary
CC1CCCN(C(=O)CSc2nnc(-c3ccncc3)n2C)C1 (configuration not stated) | 14 | 12 | -1 | -1 | -1 | 4 | -4 | -2 | -4
NS(=O)(=O)c1ccc(CNC(=O)/C=C/c2cccc(Cl)c2)cc1 | 2 | 11 | 2 | -1 | 1 | 4 | 0 | 9 | 6
CC(C)C[C@@H](CSc1ccccc1)N1CCN(CCc2ccccc2)CCC1=O | 4 | 0 | 0 | 2 | 0 | 9 | 3 | -2 | 4
O=C(Cc1cc(=O)oc2cc(O)ccc12)NCC1CCC(C(=O)O)CC1 (configuration not stated) | -1 | -1 | 5 | 2 | 4 | 5 | -8 | -1 | 0

High-throughput results (PubChem BioAssay)
